Integrin act MD: qHTS for Activators of Integrin-Mediated Alleviation for Muscular Dystrophy | alpha7betagal myoblasts, beta-gal FDG fluorescence, 48 h | Potency, µM (series often up to 38.3 µM), for inactives: at the top dose activation, most hits filed as activators | actives 0.064% (n = 350,000);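 also: potency is read from the fitted curve at half-maximal effect; 100% = response of the positive control SU9516; nearly all actives have a fitted effect of over 60% in size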
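Alpha7betagal+/- myoblasts (passage 13) were plated 16-24 hr, then exposed to compounds (1:260 dilution of DMSO stock) for 48 hours at 37C. After MPER lysis, β-galactosidase reporter activity was read as FDG fluorescence (ex 480/em 540) after 30 minutes.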
USP2a block: qHTS Assay for Inhibitors of Ubiquitin-specific Protease USP2a Using CHOP2 as the Reporter; actives 0.01% (n = 330,000); Ubiquitin carboxyl-terminal hydrolase 2 (Homo sapiens), O75604; USP2 core, Ub-CHOP2 coupled fluorogenic reporter, 485/531; Potency, µM (series often up to 38.3 µM), for the others: at the top dose activity change, negative = inhibition, most hits filed as inhibitors;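 also: potency is read from the fitted curve at half-maximal effect; plate controls were DMSO wells for no effect and full inhibition by NEM control for full effect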
Target sequence (O75604 whole entry, looked up): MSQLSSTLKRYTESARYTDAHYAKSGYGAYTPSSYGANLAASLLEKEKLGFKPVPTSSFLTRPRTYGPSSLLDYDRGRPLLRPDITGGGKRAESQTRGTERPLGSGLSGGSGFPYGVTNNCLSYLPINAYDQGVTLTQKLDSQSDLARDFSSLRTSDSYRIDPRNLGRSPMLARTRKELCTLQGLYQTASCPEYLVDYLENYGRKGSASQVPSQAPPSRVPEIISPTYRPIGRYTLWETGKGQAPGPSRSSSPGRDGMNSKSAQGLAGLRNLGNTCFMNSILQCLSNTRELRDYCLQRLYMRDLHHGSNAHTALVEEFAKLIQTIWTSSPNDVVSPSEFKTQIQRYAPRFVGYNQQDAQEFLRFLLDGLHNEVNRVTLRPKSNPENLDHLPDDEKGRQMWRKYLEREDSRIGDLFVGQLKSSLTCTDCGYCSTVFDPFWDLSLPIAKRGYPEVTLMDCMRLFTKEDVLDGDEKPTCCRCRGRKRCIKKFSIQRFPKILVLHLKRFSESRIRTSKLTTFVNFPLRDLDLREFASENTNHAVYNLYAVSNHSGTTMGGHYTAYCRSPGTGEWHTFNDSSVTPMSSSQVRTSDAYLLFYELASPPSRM
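Deubiquitinase activity read as fluorescence (485/531 nm) after Ub-CHOP2 cleavage activates the enterokinase reporter on its substrate; USP2 core 10nM, Ub-CHOP2 and substrate 25nM each, 30min compound preincubation then 60min RT; data normalized to NEM, curves fitted.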
ASM inhibitor: Inhibitors of Secretory Acid Sphingomyelinase (S-ASM): qHTS; AID 504937, 2011; Potency, µM (series often up to 57.5 µM), for inactives: at the top dose activity change, negative = inhibition, actives largely listed as inhibitors; placental ASM, HMU-PC fluorogenic substrate, 60 min; Sphingomyelin phosphodiesterase (Homo sapiens), P17405; actives 0.006% (n = 340,000); also: potency is read from the fitted curve at half-maximal effect
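Fluorogenic HMU-PC substrate (9 uM final) is turned over by placental ASM in 60 min at 37 C after a 10 min compound preincubation. Reaction ended by alkaline stop (pH 10), with fluorescence read at 386/447 nm.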
uPA surface inh: qHTS for Inhibitors of Cell Surface uPA Generation; cell surface uPA generation assay, qHTS; Potency, µM (highest dose often 38.3 µM), without a hit: top-dose activity change, negative = inhibition, usual class: inhibitors; AID 540303, 2011; actives 0.31% (n = 330,000); active = well fitted inhibition curve with a large enough effect; inconclusive = small, poorly fitted or top-dose-only effect; inactive = no such curve, though single readings can be large or run the other way; tested in mouse RAW 264.7 cells; also: potency is read from the fitted curve at half-maximal effect; % is scaled to controls: 0 for no effect and ±100 for the full control effect; nearly all actives have a fitted effect of over 55% in size
Eya2 phos inh: qHTS Assay for Inhibitors of the Phosphatase Activity of Eya2. Protein phosphatase EYA2 (Homo sapiens), O00167. recombinant Eya2, OMFP fluorescence dephosphorylation (OMFP is methylfluorescein phosphate). Potency, µM (top dose mostly 76.9 µM), inactives show at the highest dose activity, negative = inhibition, usual class: inhibitors. actives 0.006% (n = 330,000). AID 488837, 2010; also: potency is read from the fitted curve at half-maximal effect; % is scaled to controls: 0 for no effect and ±100 for the full control effect
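Eya2 (0.2 uM) preincubated 10 min at ambient with compound, then OMFP substrate added at 50 uM; 10 min reaction in 50 mM HEPES pH 7.5, 50 mM NaCl, 5 uM MgCl2, 0.05% BSA, 1 mM DTT. Fluorescence read at Ex 485/Em 525 nm.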
p53 reactivation: qHTS assay for re-activators of p53 using a Luc reporter | H1299 p53-A138V BP100-luciferase reporter, luminescence, 24 h | Potency, µM (titrated, usually from 92.2 µM), without a hit: at the top dose activity change, positive = activation, actives largely listed as activators | actives 0.063% (n = 320,000) | AID 504706, 2011; also: potency is read from the fitted curve at half-maximal effect; % of control where 0% means no effect; nearly all actives have a fitted effect of over 45% in size
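p53-null H1299 cells stably carrying temperature-sensitive p53-A138V and a BP100-luciferase reporter were pinned with compounds (4-point, 1:5 series) and held 24 hrs at 37 deg C. Luminescence was read 10 min after detection reagent.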
BRCA1 expr act: qHTS Assay to Identify Small Molecule Activators of BRCA1 Expression; MCF7-BRCA1-FFLuc reporter, luminescence, 48 h; response scale: scaled: vehicle 0%, 10 µM genistein 100%; Potency, µM (top dose mostly 46.1 µM), without a hit: at the top dose activation, actives largely listed as activators; actives 1.1% (n = 380,000); also: potency is read from the fitted curve at half-maximal effect; nearly all actives have a fitted effect of over 80% in size; some results filed as inactive show a strong effect at the top dose
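Cells: MCF7-BRCA1-FFLuc, 2000/well. Exposure: 48 h, 37 °C, 5% CO2. Read: luminescence, 15 min post-substrate. Controls: genistein 10 microM (maximal activation), DMSO (neutral).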
B2AR arrestin: qHTS assay of beta-arrestin-biased ligands of beta2-adrenergic receptor. Beta-2 adrenergic receptor (Homo sapiens), P07550. AID 492947, 2010. Potency, µM (highest dose often 46.1 µM), without a hit: at the highest dose activation, hits mostly activators. beta-arrestin recruitment to beta2AR, cell-based reporter. actives 0.02% (n = 330,000);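 also: potency is read from the fitted curve at half-maximal effect; 0% = DMSO controls and full agonism = EC100 isoproterenol or metaproterenol; nearly all actives have a fitted effect of over 65% in size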
Target sequence (P07550 whole entry, looked up): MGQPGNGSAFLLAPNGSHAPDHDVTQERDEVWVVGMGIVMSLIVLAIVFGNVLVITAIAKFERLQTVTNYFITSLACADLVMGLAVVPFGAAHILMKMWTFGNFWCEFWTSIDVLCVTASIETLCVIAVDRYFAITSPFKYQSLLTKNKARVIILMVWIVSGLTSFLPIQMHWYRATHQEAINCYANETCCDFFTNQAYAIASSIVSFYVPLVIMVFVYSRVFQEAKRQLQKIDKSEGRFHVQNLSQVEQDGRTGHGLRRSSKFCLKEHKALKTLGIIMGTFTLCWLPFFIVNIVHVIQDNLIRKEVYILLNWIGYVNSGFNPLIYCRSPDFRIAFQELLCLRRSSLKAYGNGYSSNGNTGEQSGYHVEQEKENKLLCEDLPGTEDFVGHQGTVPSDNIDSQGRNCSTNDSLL
PTAP TSG101 blk: qHTS Assay for Iinhibitors of HIV-1 Budding by Blocking the Interaction of PTAP/TSG101; Tumor susceptibility gene 101 protein (Homo sapiens), Q99816; Fluorescence polarization, FITC-PTAP peptide / Tsg101 binding; Potency, µM (doses to about 115 µM), without a hit: at the highest dose activity change, negative = inhibition, hits mostly inhibitors; 340,000 tested, under 10 active; AID 493005, 2010; active = well fitted inhibition curve with a large enough effect in the main read-out, with a control signal flat, not every such curve was filed as active; inconclusive = small, poorly fitted or top-dose-only effect, or effect the other way, or a change in a side signal; inactive = no such curve, though single readings can be large or run the other way; also: potency is read from the fitted curve at half-maximal effect; % of control where 0% means no effect
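Fluorescence polarization binding of Tsg101 binding domain (10 uM final) to FITC-labeled PTAP peptide (50 nM final) in HEPES pH 7.5 buffer with NaCl, Tween 20, EDTA, TCEP. Compounds added before peptide; binding 20 min at RT.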
TRPV1 agonist: HTS Assay for Compounds that Act as Agonists of the Vanilloid Receptor 1 | TRPV1-expressing cells, Fluo-8 calcium influx, agonist mode | actives 0.19% (n = 320,000) | Transient receptor potential cation channel subfamily V member 1 (Homo sapiens), Q8NER1 | activation, % at 8.33 µM | AID 540275, 2011; in the data active = activation above about 80%; inconclusive = between about 30% and that limit; also: 0% is about no effect
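TRPV1-expressing cells were cultured overnight at 35.5C and loaded with Fluo-8 calcium dye for 40 to 90 min at room temperature. After a 10 s baseline, compound was added and calcium influx was read kinetically for 3 min (ex 480/em 520 nm).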
ELG1 genotox: qHTS screen for small molecules that induce genotoxicity in human embryonic kidney (HEK293T) cells expressing luciferase-tagged ELG1. HEK293T ELG1-luciferase reporter, luminescence, 16 h. Potency, µM (titrated, usually from 46 µM), inactives show at the highest dose activity change, positive = activation, actives largely listed as activators. actives 1.3% (n = 330,000). AID 504466, 2011; also: potency is read from the fitted curve at half-maximal effect; % of control where 0% means no effect; nearly all actives have a fitted effect of over 60% in size
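Screening used a luciferase reporter fused to human ELG1 in HEK293T cells. Luminescence was read on a CCD plate imager after 16 hr exposure and 30 min ONE-Glo incubation.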
The depositor's hits bear a star; i = inactive; ? = inconclusive; . = no result given; [ ] = dose if it differs, or a comment. Unless noted, calls follow the shape of the dose curve; as a rule, active = well fitted curve in the direction sought with a large enough effect; inconclusive = small, poorly fitted or top-dose-only effect, or another doubt; inactive = no such curve, though single readings can be large; an effect the other way counts as inactive or inconclusive.

item	SMILES	Integrin act MD	USP2a block	ASM inhibitor	uPA surface inh	Eya2 phos inh	p53 reactivation	BRCA1 expr act	B2AR arrestin	PTAP TSG101 blk	TRPV1 agonist	ELG1 genotox
1	CC(C)CN(C(=O)CSc1nnc2ccccn12)c1c(N)n(CC(C)C)c(=O)[nH]c1=O	21%	7%	47%[activator]	1%	9%	1%	8%	-0.1%	-9%	5	-7%
2	CC(=O)Nc1cccc(NC(=O)c2ccc3c(c2)CCN3S(C)(=O)=O)c1	7%	1%	-6%	-5%	15%	1%	7%	-0.4%	-1%	2	-5%
3	COc1cc2c(C(=O)NCCCN3CCN(c4cccc(Cl)c4)CC3)cn(C)c(=O)c2cc1OC	-41%[inhibitor]	4%	1%	5%	1%	-6%	1%	-4.1%	1%	0	-1%
4	COc1ccc(-n2nc3c(N4CCC(C(=O)NCc5ccco5)CC4)nnc(C)c3c2C)cc1	-42%[inhibitor]	-3%	-3%	5%	-8%	-5%	-24%	-0.5%	-3%	?	2%
5	O=C(Nc1ccc(Oc2ccccc2)nc1)C1CCN(Cc2cccc(F)c2)CC1	-3%	-3%	0%	-1%	14%	17%	-33%	-0.1%	.	9	-3%
6	O=C(CN1CCCc2ccccc21)Nc1cccc(S(=O)(=O)N2CCOCC2)c1	-10%	5%	1%	-6%	18%	5%	-20%	0.2%	2%	10	-3%
7	COc1ccc(Cc2nc3ccc(C(=O)NCc4cc(C)no4)cc3o2)cc1	18%	0%	0%	-10%	-7%	?	?	-0.7%	.	5	16µM*
8	CCCCn1c(N)c(N(CCC(C)C)C(=O)CC2CCCC2)c(=O)[nH]c1=O	-6%	3%	6%	0%	3%	-6%	-30%	-0.6%	3%	3	0%
9	C/C(=N/NC(=O)c1ccncc1)c1cc2ccc(O)cc2oc1=O	-1%	?	i	-2%	?	-2%	-18%	-0.1%	?	28	2%
10	C=CCn1c(CC#N)nnc1N1CCOCC1	2%	3%	7%	-16%	2%	1%	12%	-0.7%	-10%	0	-4%
11	CCn1c(=O)c(-c2cc(=O)[nH][nH]2)c(O)c2ccccc21	29%	0%	3%	2%	13%	11%	-2%	-0.1%	-5%	-10	6%
12	O=C(NCc1ccccc1Cl)c1cnc2n(c1=O)CCS2	10%	4%	0%	10%	-7%	0%	-6%	-0.4%	-1%	5	-4%
13	Cc1nn(CC#N)c(=O)n1-c1ccc(F)cc1	6%	0%	2%	0%	14%	-1%	0%	0.2%	-2%	0	2%
14	Cc1ccc(S(=O)(=O)N(C)CC(=O)OCC(=O)N2CC(=O)Nc3ccccc32)cc1	-7%	2%	1%	7%	-1%	2%	-13%	1.0%	-1%	1	-3%
15	CC(OC(=O)CN1C(=O)COc2ccccc21)C(=O)NCc1ccc(F)cc1 (stereo unspecified)	16%	1%	-3%	-6%	6%	-1%	-2%	-0.3%	-1%	0	-18%
16	CN(C)CCCN(Cc1ccccc1)C(=S)Nc1ccc(F)c(Cl)c1	-66%[inhibitor]	11%	0%	-3%	12%	15%	-56%	-0.2%	-10%	2	2%
17	Cc1onc(-c2ccccc2Cl)c1C(=O)OCC(=O)c1ccc[nH]1	0%	1%	.	-6%	-4%	-3%	-8%	-0.2%	-3%	0	-7%
18	Cc1cc(OCc2cc(C(=O)N(C)CCCN3CCOCC3)no2)cc(C)c1Cl	-35%[inhibitor]	-8%	0%	2%	-9%	28%	25%	0.2%	-3%	-4	-1%
19	Cc1ccc(N=C2NC(=O)/C(=C/c3cccn3C)S2)cc1C	0%	-2%	-8%	-4%	1%	3%	2%	0.0%	-2%	.	8%
20	CC(=NNC(=S)N1CC2CCC(CC2)C1)c1ccncn1	-2%	.	-3%	-9%	.	.	?	.	0%	.	.
21	CC(=O)Nc1ccc2nc(SCC(=O)O)sc2c1	7%	1%	2%	1%	24%	2%	-21%	-0.2%	-7%	4	-4%
22	Cc1ccc(NS(=O)(=O)c2ccc3c(c2)NC(=O)CO3)cc1Cl	7%	-1%	-7%	8%	11%	-1%	-2%	0.4%	-2%	?	-1%
23	CCN(CC(=O)Nc1c(F)cccc1F)C(=O)c1ccc(S(=O)(=O)N2CCCCC2)cc1	-3%	0%	3%	-5%	5%	-3%	-23%	-0.1%	-1%	5	-8%
24	CN(C)CCn1c(=O)n(Cc2ccco2)c(=O)c2c3c(sc21)CCCCC3	1%	2%	-3%	.	-10%	-1%	-4%	0.1%	-2%	12	-3%
25	O=C(Cn1cc(C(F)(F)F)ccc1=O)Nc1cccc(S(=O)(=O)N2CCOCC2)c1	-3%	1%	1%	-2%	11%	-4%	19%	0.6%	-1%	-1	-2%
26	O=C(Nc1nccs1)C1CCCN1/C=C/C(=O)C(F)(F)F (stereo unspecified)	0%	1%	15%	8%	1%	20%	15%	0.5%	-6%	-1	5%
27	O=C1CC2(CCN(C(=O)c3ccccc3[N+](=O)[O-])CC2)Oc2ccccc21	4%	0%	-1%	-5%	10%	-4%	-10%	0.0%	-5%	18	-11%
28	Cc1cccc(NS(=O)(=O)c2ccc(C(=O)N3CCN(c4ccccc4O)CC3)cc2)c1C	-24%	-4%	-8%	-1%	-6%	-9%	-69%	0.1%	-3%	-2	-11%
29	CC(=O)Nc1ccc(N/C=C/C(=O)c2ccccc2)cc1	-7%	-1%	1%	4%	2%	-4%	?	-0.1%	1%	2	?
30	O=C1CSC(c2cccnc2)N1c1ccccc1 (stereo unspecified)	6%	4%	-3%	5%	-8%	-1%	-14%	-1.0%	-6%	-6	-2%
31	O=C1CCCc2nn(-c3ccccc3)nc21	4%	3%	-1%	-1%	-3%	?	?	0.2%	-9%	-3	13%
32	CC(=O)Oc1c2occc2cc2ccc(=O)oc12	-8%	-1%	0%	-2%	-15%	14%	-31%	0.5%	-1%	6	-5%
33	O=[N+]([O-])c1ccc(C[n+]2cccc3ccccc32)cc1	17%	5%	-4%	-3%	3%	35%	6%	0.1%	-1%	4	-3%
34	CC(C)=CCN1CCN(Cc2cccc3nonc23)CC1CCO (stereo unspecified)	3%	0%	0%	-5%	-5%	-1%	6%	-0.5%	-2%	0	1%
35	O=C(CSc1nnc(-c2ccc(F)cc2)c2ccccc12)Nc1ccccc1	-33%	-1%	-7%	0%	3%	?	-14%	0.1%	-2%	-2	0%
36	CCCOc1ccc(-c2nc(N3CCN(C)CC3)c3ccccc3n2)cc1	-64%[inhibitor]	1%	-4%	?	-28%	?	?	-0.7%	-6%	7	?
37	Cc1ccc(O)c(C(CC(=O)NCc2ccco2)c2ccccc2)c1 (stereo unspecified)	32%	0%	2%	1%	-6%	0%	0%	-0.2%	0%	23	-4%
38	O=C1CC(NNc2ccccc2)C(=O)N1c1cccc(Cl)c1 (stereo unspecified)	10%	-1%	-2%	1%	-2%	-2%	13%	-0.2%	-4%	2	4%
39	C=CCNc1nc2c(c(=O)[nH]c(=O)n2C)n1Cc1cccc(C)c1	23%	1%	5%	2%	-13%	-6%	0%	-0.4%	0%	1	16%
40	CCC(=O)Nc1ccc(NC(=O)/C=C/c2ccc(Cl)cc2)cc1	10%	6%	2%	7%	2%	4%	-4%	-0.4%	0%	11	0%
41	CC1CCN(Cc2c(O)ccc3c(=O)c(-c4nc5ccccc5s4)c(N)oc23)CC1	-6%	4%	26%	3%	0%	-2%	-3%	-0.1%	-5%	1	-1%

Bioassay records (PubChem BioAssay)
